TEAD-YAP block: TEAD-YAP interaction inhibition. inhibition, % at 9.12 µM. AID 1259422. HEK-TIYL cells, TEAD-Gal4/YAP UAS-luciferase luminescence. 1.4% of 640,000 active; in the data active = inhibition above about 32%;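 also: 0% = median of test compound wells and 100% = reference inhibitor wells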
MITF primary: inhibitors of human MITF. O75030. AlphaScreen MITF homodimerization, bead proximity signal. inhibition, % at 2.6 µM. 0.91% of 650,000 active. AID 1259374; in the data active = inhibition above about 50%;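 also: 0% = vehicle wells with protein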
FBW7 act: human FBW7 E3 ligase activation, primary screen; AlphaScreen FBW7–phospho-cyclin E peptide binding, activator screen; normalized activity (activation), % at 26.1 µM; 0.13% of 650,000 active; in the data active = normalized activity above about 1.9%;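 also: purified mutant Fbw7 with reduced substrate affinity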
Target sequence (Q969H0 whole entry, looked up): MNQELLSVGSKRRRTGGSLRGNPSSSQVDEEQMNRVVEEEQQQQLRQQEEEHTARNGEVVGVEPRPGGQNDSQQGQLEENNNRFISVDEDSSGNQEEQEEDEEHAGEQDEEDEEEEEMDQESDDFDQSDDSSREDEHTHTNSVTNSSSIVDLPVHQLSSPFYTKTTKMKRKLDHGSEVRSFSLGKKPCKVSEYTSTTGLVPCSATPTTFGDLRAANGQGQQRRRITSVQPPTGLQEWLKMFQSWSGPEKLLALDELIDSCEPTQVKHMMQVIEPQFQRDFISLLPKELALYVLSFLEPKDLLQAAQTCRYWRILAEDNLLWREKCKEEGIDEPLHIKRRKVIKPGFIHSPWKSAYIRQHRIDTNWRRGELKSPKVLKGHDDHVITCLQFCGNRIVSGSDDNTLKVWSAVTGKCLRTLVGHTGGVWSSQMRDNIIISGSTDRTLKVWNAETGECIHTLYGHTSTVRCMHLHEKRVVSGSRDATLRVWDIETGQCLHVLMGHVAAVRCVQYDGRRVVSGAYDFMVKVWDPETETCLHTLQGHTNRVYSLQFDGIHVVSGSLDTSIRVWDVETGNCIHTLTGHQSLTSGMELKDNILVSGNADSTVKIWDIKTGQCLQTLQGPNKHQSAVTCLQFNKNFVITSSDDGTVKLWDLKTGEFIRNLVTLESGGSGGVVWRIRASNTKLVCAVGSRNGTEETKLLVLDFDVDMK
GPR151 ag: activators of human GPR151 | Q8TDV0 | PathHunter beta-arrestin GPR151 cells, luminescence | activation, % at 11.2 µM | 1% of 650,000 active | AID 1508602; in the data active = activation above about 4.9%;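 also: 0% = median of compound wells and 100% = cells with positive control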
Target sequence (Q8TDV0 whole entry, looked up): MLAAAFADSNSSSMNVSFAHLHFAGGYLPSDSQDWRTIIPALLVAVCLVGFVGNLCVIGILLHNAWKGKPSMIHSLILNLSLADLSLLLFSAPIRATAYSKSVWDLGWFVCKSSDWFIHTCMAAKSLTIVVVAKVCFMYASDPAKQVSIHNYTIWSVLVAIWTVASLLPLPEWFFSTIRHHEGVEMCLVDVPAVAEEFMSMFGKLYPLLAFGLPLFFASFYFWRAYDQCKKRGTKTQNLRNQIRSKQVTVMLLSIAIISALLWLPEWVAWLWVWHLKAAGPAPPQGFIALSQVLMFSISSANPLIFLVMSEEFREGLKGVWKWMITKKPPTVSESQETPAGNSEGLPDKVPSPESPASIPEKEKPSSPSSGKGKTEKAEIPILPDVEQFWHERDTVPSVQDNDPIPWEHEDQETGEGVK
An asterisk follows results filed as active; & = joins results of further samples.

SMILES	TEAD-YAP block	MITF primary	FBW7 act	GPR151 ag
Cc1ccc(Cl)cc1N1CCN(S(=O)(=O)c2c(C)[nH]c(=O)[nH]c2=O)CC1	3	4	-0.1	-1.1
CC(C(=O)N1CCCC1c1nc2ccccc2[nH]1)c1ccccc1 (stereo unspecified)	-12	22	1.0	1.1
CCOc1ccc(C(=O)Nc2cc(-c3cn4cccnc4n3)ccc2OC)cc1	2	-5	-0.1	-0.8
COc1ccc(Br)cc1C(=O)Nc1ccc(F)cc1	-26	-2	0.0	0.8
CCS(=O)(=O)c1cccc(-c2ccnc(Nc3ccc(S(N)(=O)=O)cc3)n2)c1	-6	10	-0.1	-0.7
COc1nc(NCc2nc3ccccc3[nH]2)nc(-c2c(C)noc2C)n1	-1	1	-0.1	0.4
CCOc1ccc(NC(=O)CSc2nc3ccsc3c(=O)n2CCCCC(=O)O)cc1	-3	5	0.2	-1.9
O=C(Cn1c(=O)oc2ccccc21)Nc1nncs1	3	-1	0.0	0.6
CCCN(CCC)S(=O)(=O)c1ccc(C(=O)N2CCCc3ccccc32)cc1	10	5	0.1	-0.7
COc1ccc(N2C(=O)c3cccc4cc(Br)cc(c34)C2=O)cc1	-8	-2	0.0	0.4
O=c1c2cc(Cl)ccc2nc2ccc(N3CCCC3)nn12	-48	0	0.1	-0.2
CCCCNC(=O)C(C)n1sc2ccccc2c1=O (stereo unspecified)	-1	9	-0.1	0.7
CC(=NCC1CCCO1)C1=C(O)CC(C)(C)CC1=O (stereo unspecified)	0	-2	-0.1	-1.0
CC1Cc2nc(SCC(=O)N3CCOCC3)n(Cc3ccccc3)c(=O)c2S1 (stereo unspecified)	-8	19	0.8	-1.5
C/C(CC(=O)Nc1cccc(C)n1)=N\NC(=O)OC(C)(C)C	-42	-7	-0.2	0.2
O=C(c1ccc(F)cc1)N1CCN(c2ccc([N+](=O)[O-])c(N3CCOCC3)c2)CC1	18	-10	-0.3	1.1
O=C([C@H]1C[C@@H]2C=C[C@H]1C2)N1CCC(CO)(CCOc2ccccc2)CC1	7	4	-0.2	-0.6
COCC1CCCN(Cc2nc(-c3ccc(OC)cc3)no2)C1 (stereo unspecified)	-24	-1	0.0	-0.4
CCCCCCc1c(O)nc2n(c1=O)CCCS2	9	-6	0.0	-0.5
O=C(NCCCS(=O)(=O)N1CCc2ccccc2C1)C(c1ccccc1)c1ccccc1	8	-4	0.2	0.3
C/C(=C\C(=O)Nc1ccc(O)cc1C(=O)O)c1ccccc1	6	36	0.7	-1.8
O=[N+]([O-])c1cccc(S(=O)(=O)Nc2ccc(-c3nnc4n3CCCCC4)cc2)c1	3	-5	-0.1	0.9
O=C(CN1CCC(Cn2cnc3ccccc32)CC1)Nc1nc2ccc(F)cc2s1	56*	36	-0.4	1.0
O=C1CSC(=O)N1c1cccc(O)c1	7	2	0.1	-0.4
O=C(O)c1ccc([N+](=O)[O-])cc1NC(=O)c1cccc2ccccc12	3	7	0.6	-0.5

(list continues)
SMILES	TEAD-YAP block	MITF primary	FBW7 act	GPR151 ag
O=C(NCCCN1CCCC1=O)c1csc(Nc2ccccc2)n1	4	-7	0.1	2.4
CC(C)c1ccc(OCc2nc(-c3ccc(Cl)cc3)no2)cc1	4	4	0.1	0.4
COc1ccc(C(=O)C2CCN(C(=O)c3ccco3)CC2)cc1	-9	14	0.2	-1.2
Cc1cc(NC(=O)COc2ccc(Cl)cc2Cl)no1	-102	6	0.3	-0.7
N#CC1=C2SCN(Cc3ccccc3)CN2C(=O)CC1c1cccs1 (stereo unspecified)	5	8	-0.1	0.6
Cc1cc(C)c(C(=O)c2ccc(C(=O)Nc3ccccc3)cc2)c(C)c1	14	10	0.6	1.2
Cc1cccc(NC2=NCC(=O)N2Cc2ccc(F)cc2)c1C	8	-1	0.0	0.5
Cc1cc(NC(=O)Cn2nc(C)n3cccc3c2=O)ccc1Br	3	-2	-0.1	2.7
CCOc1cccc(-c2cn3c(NC(=O)Cc4cccc(OC)c4)cnc3cn2)c1	14	12	0.0	-0.3
Cc1ccc(C)c(CSc2nc3c(c(=O)n2C)SCC3)c1	-6	-2	-0.3	0.7
CC(NC(=O)CNS(=O)(=O)c1cccc(C(F)(F)F)c1)c1ccccc1 (stereo unspecified)	16	9	-0.1	1.3
CC(C)(C)c1ccc(C(=O)Nc2cc3ccccc3cc2NC(=O)c2ccc(C(C)(C)C)cc2)cc1	5	3	0.0	0.6
CCN(C(=O)C1Cc2ccccc2CN1S(=O)(=O)c1ccc(F)cc1)c1ccccc1 (stereo unspecified)	3	-6	-0.1	0.5
COc1ccc(C(=O)/C=C\c2cccs2)cc1OC	-7	11	0.0	0.1
CC(=O)Nc1ccc(OCC(=O)c2cc(C)n(Cc3ccccc3)c2C)cc1	7	-11	0.1	-0.1
CC(O)CNc1ccc([N+](=O)[O-])cc1[N+](=O)[O-] (stereo unspecified)	-5	-3	0.1	0.7
CCCCCc1nnc(NC(=O)Cc2ccc([N+](=O)[O-])cc2)s1	0	17	0.0	-0.1
O=C(Nc1nc2ccccc2[nH]1)c1ccccc1C(F)(F)F	-15	-3	-0.1	0.1
CCc1ccc(C(=O)CC2(O)C(=O)Nc3ccc(Cl)cc32)cc1 (stereo unspecified)	2	1	0.0	-0.4
CN(C)c1ccc(/C=C/C(=O)c2ccccc2)cc1[N+](=O)[O-]	-56	10	-0.4	2.0
O=C1CC2(CCCC2)CC(=O)N1CCc1ccccc1	-24	-2	0.2	0.7
Cc1cc(NC(=O)CSc2nnc(C3CC3)n2C)no1	10	18	0.1	-0.4
CCOC(=O)c1c(NC(=O)CSC2=NCCS2)sc2c1CCN(C)C2	9	11	-0.3	2.6
CN(CCOc1cc(-c2cn[nH]c2)ccc1NC(=O)C1COc2ccc(F)cc2C1)Cc1ccccc1 (stereo unspecified)	10	23	0.1	-1.5
COc1ccccc1CN1CCOc2ccc(C(C)(O)CN(C)C)cc2C1 (stereo unspecified)	0	1	0.1	1.4

An excerpt from above in order of length of the SMILES, smallest number first.
SMILES	TEAD-YAP block	MITF primary	FBW7 act	GPR151 ag
COc1ccc(C(=O)/C=C\c2cccs2)cc1OC	-7	11	0.0	0.1
O=C1CC2(CCCC2)CC(=O)N1CCc1ccccc1	-24	-2	0.2	0.7
Cc1cc(NC(=O)CSc2nnc(C3CC3)n2C)no1	10	18	0.1	-0.4
O=C(NCCCN1CCCC1=O)c1csc(Nc2ccccc2)n1	4	-7	0.1	2.4
Cc1cc(NC(=O)Cn2nc(C)n3cccc3c2=O)ccc1Br	3	-2	-0.1	2.7
COc1ccc(C(=O)C2CCN(C(=O)c3ccco3)CC2)cc1	-9	14	0.2	-1.2
N#CC1=C2SCN(Cc3ccccc3)CN2C(=O)CC1c1cccs1 (stereo unspecified)	5	8	-0.1	0.6
COc1ccccc1CN1CCOc2ccc(C(C)(O)CN(C)C)cc2C1 (stereo unspecified)	0	1	0.1	1.4
CCc1ccc(C(=O)CC2(O)C(=O)Nc3ccc(Cl)cc32)cc1 (stereo unspecified)	2	1	0.0	-0.4
CCCCCc1nnc(NC(=O)Cc2ccc([N+](=O)[O-])cc2)s1	0	17	0.0	-0.1
CC(=O)Nc1ccc(OCC(=O)c2cc(C)n(Cc3ccccc3)c2C)cc1	7	-11	0.1	-0.1
CC(NC(=O)CNS(=O)(=O)c1cccc(C(F)(F)F)c1)c1ccccc1 (stereo unspecified)	16	9	-0.1	1.3
CCOc1cccc(-c2cn3c(NC(=O)Cc4cccc(OC)c4)cnc3cn2)c1	14	12	0.0	-0.3
CC(C)(C)c1ccc(C(=O)Nc2cc3ccccc3cc2NC(=O)c2ccc(C(C)(C)C)cc2)cc1	5	3	0.0	0.6

Continuation.
SMILES	TEAD-YAP block	MITF primary	FBW7 act	GPR151 ag
O=C(CN1C2CCC1CC(NC(=O)NC1CCCCC1)C2)Nc1ccccc1[N+](=O)[O-] (stereo unspecified)	19	11	0.3	1.9
CCCOC1(NC(=O)c2ccc(C)cc2)C(C)=CC(=O)C=C1C	1	17	0.3	-2.0
COc1ccc(C(=O)Nc2cccc(-c3nc4ncccc4o3)c2C)cc1	3	20	0.6	-0.2
NC(=O)CN1C(=O)C(O)(CC(=O)c2ccc(Cl)s2)c2ccccc21 (stereo unspecified)	4	13	-0.1	0.6
COc1ccc(CCNC(=O)N2CCN(c3nc4c(F)cc(F)cc4s3)CC2)cc1	12	9	0.0	0.6
C=CCOc1ccc(C(=O)N2CCC[C@H]([C@H](O)c3ccc4c(c3)OCO4)C2)cc1	1	8	0.0	1.4
O=C(Nc1c(F)cccc1F)c1ccccc1Cl	-22	13	-0.1	-0.8
COCCn1c(=S)[nH]c2cc(C(=O)N3CCCC(C)C3)ccc2c1=O (stereo unspecified)	20	-1	0.1	2.9
CCN(CC)CCN(C(=O)c1cccc(F)c1)c1nc2ccccc2s1	-6	-1	-0.1	-0.1
O=C(Nc1nccs1)c1cccc(NS(=O)(=O)c2ccc([N+](=O)[O-])cc2)c1	-8	-6	-0.1	-1.1
C=C(C)CSc1nc2sc3c(c2c(=O)n1C1CCCCC1)CCCCC3	0	-2	-0.1	-0.3
N#CC1=C(N)Oc2n[nH]c(-c3cccc([N+](=O)[O-])c3)c2C1c1cc(Br)ccc1F (stereo unspecified)	-5	4	-0.1	-0.2
CCc1cc(C(=O)Cc2cnn(-c3ccccc3)c2)c(O)cc1O	-4	13	0.4	0.3
Clc1ccc(-c2cn3c4ccccc4nc3n2CCCN2CCCCC2)cc1	-7	-2	1.1	-0.3
CCOC(=O)c1sc(C)c2c(=O)[nH]c(-c3ccc(OC)c(OC)c3)nc12	-3	-3	0.0	-0.2
COc1ccc2c(c1)c(/C=C/c1nc3ccccc3c(=O)n1CCCO)c(C)n2C	23	13	-0.2	0.7
O=C(C1CCCO1)N1CCN(C(=S)Nc2cccc(C(F)(F)F)c2)CC1 (stereo unspecified)	2	-3	-0.2	0.1
CC(=O)OC(C(=O)NCc1ccc(F)cc1)c1ccccn1 (stereo unspecified)	5	-5	0.1	3.5
CN(C)c1ccc(NC(=O)CSc2nc3c(c(=O)[nH]2)CCC3)cc1	3	-2	-0.1	-0.8
CC1=CC(C)C2(COC(CC(C)C)OC2)C(C)C1 (stereo unspecified)	1	17	0.1	2.9
COc1ccccc1C1C(C(=O)OCC2CCCO2)=C(C)NC2=C1C(=O)CCC2 (stereo unspecified)	6	2	0.1	1.5
Cc1ccc2oc(-c3ccc(NC(=S)NC(=O)c4cccs4)cc3)nc2c1	-57	4	0.1	-0.5
N#Cc1cc2oc3ccccc3c3ccccc3oc2cc1C#N	-10	9	0.1	0.5
COC(=O)c1ccc(C2C(C(=O)OC(C)(C)C)=C(N)OC3=C2C(=O)CC(C)(C)C3)cc1 (stereo unspecified)	-6	-2	0.0	0.8
Cc1cc(-c2cnc(N3CCCC3)nc2C2CCCNC2)on1 (stereo unspecified)	11	4	0.1	-0.5

Other entries:
SMILES	TEAD-YAP block	MITF primary	FBW7 act	GPR151 ag
Cc1nc(NCc2ccncc2)cc(-c2ccccc2F)n1	-5	5	0.1	0.2
COc1cc(/C=C2/NC(=O)N(Cc3ccccc3F)C2=O)cc(OC)c1OC	4	2	-0.1	0.7
CCOC(=O)c1sc2nc(SCC(=O)Nc3ccc(OCC)cc3)n(CCC3=CCCCC3)c(=O)c2c1C	-12	-3	0.0	0.2
CC(CNC(=O)COc1ccc(Cl)cc1Cl)CN(C)C (stereo unspecified)	-5	-2	0.1	0.5
COC(=O)c1ccc(OC)cc1OC(=O)COc1ccc(Cl)cc1	-2	6	0.1	0.9
Cc1cc(C(=O)N(CCN(C)C)c2nc3ccc(F)cc3s2)n(C)n1	-38	5	-0.1	-1.3
Cc1cc(Br)ccc1NC(=O)C(=O)NCc1ccco1	-18	-7	-0.1	0.6
CCOC(=O)c1c(NC(=O)CSc2nnc(CNC(=O)c3cccc(F)c3)n2-c2cc(C)ccc2C)sc2c1CCC2	-1	0	-0.1	-0.6
Cc1c(C(=O)OC(C)C)sc(NC(=O)c2cc(Cl)ccc2Cl)c1C#N	4	-1	-0.1	0.7
N#CC1(C#N)[C@H](c2cccc(F)c2)[C@@H](C(=O)c2ccccc2)N2c3ccc(Cl)cc3C=C[C@@H]21	-1	7	0.5	-0.2
CN(Cc1ccccc1)C(=O)c1cc(-c2ccc(F)cc2)on1	-12	-14	0.0	0.2
CCC(C)C(=O)NCc1nnc2n1CCN(C/C=C/c1ccccc1)CC2 (stereo unspecified)	3	10	0.1	-0.4
O=C1CCCN1CCCNc1ccc(S(=O)(=O)Nc2ccccc2)cc1[N+](=O)[O-]	-5	13	0.0	2.0
O=C(CC1CCOCC1)Nc1cc(Cl)ccc1Cl	7	12	0.2	0.1
O=C(c1cnn2c(C(F)(F)F)cc(-c3ccco3)nc12)N1CCN(c2ccccc2)CC1	5	-15	0.1	1.5
OCCC1CN(Cc2cccc(-c3ccco3)c2)CCN1Cc1cccs1 (stereo unspecified)	-16	-5	-0.1	0.3
O=C(NCCCn1ccnc1)c1nn2c(C(F)(F)F)cc(-c3cccs3)nc2c1Br	6	3	-0.2	-1.1
Cc1cccc(N2CCN(S(=O)(=O)CCN3C(=O)CCCC3=O)CC2)c1	1	-4	-0.1	0.8
C#CCN1CCN(c2c(Cl)cccc2NC(=O)c2ccc(Br)o2)CC1	4	11	0.2	-0.5
Cc1ccc(S(=O)(=O)NC(CC(=O)NN)c2ccc(OC(C)C)cc2)cc1 (stereo unspecified)	8	-4	-0.2	-0.7
Cc1ccc([N+](=O)[O-])cc1S(=O)(=O)Nc1cccc(-c2cn3ccccc3n2)c1	-25	-5	0.1	0.1
Cc1ccc(C)c(COc2ccc3c(c2)oc(=O)c2ccccc23)c1	-2	-9	0.0	1.4
CCCCNc1nc(=S)n(-c2ccccc2)c(C)c1C(C)=O	-3&9	8&16	0.0&0.1	-0.3&-0.2
Cc1ccsc1/C=N/NC(=O)c1ccccc1I	-18	-10	-0.1	-1.7
